# Source: PubChem (several laboratories)
# PP5 primary: inhibitors of human protein phosphatase 5 (PP5); AID 1987; purified PP5c, OMFP substrate fluorescence; P53041; inhibition, % at 6.7 µM; hit rate 0.18% among 320,000;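 active means inhibition above the campaign's mean inhibition across all tested compounds plus 3 SD, cut at about 9.5% in these data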;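 further: 0% = DMSO only and 100% = 100 µM cantharidin control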
# CTSL1 counter: cathepsin L1 inhibition, PFM18AAP counter-screen; hit rate 0.49% among 300,000; AID 1906; recombinant F. hepatica cathepsin L1, Z-Leu-Arg-MCA fluorescence; inhibition, % at 5.96 µM;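 active means inhibition above the mean of all tested compounds plus 3 SD, set per screening campaign, cut at about 17% in these data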;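 further: 0% = plate median of test compound wells and 100% = 1 µM Z-Phe-Ala-diazomethylketone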
# JMJD2C inh: blocks human GASC-1 demethylase activity; Q9H3R0; GST-JMJD2C(1-420) H3K9me3 demethylation, DELFIA europium; inhibition, % at 2.35 µM; hit rate 0.069% among 330,000;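 active means more than half of a compound's replicate wells show inhibition beyond 50%, single wells judged on their own value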;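 further: signal counts dimethyl H3K9 product captured on neutravidin plate; 0% = median of DMSO wells and 100% = 0.3 times that DMSO median; strong numbers were not always called active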
# LYPLA2 counter: counter-screen for PME1 inhibitors: inhibitors of human LYPLA2 | O95372 | recombinant LYPLA2, FP-Rh probe fluorescence polarization | inhibition, % at 5.9 µM | hit rate 0.38% among 320,000;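 active means inhibition above the screen-wide mean plus 3 SD, limit set per campaign, cut at about 26% in these data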;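 further: 0% = LYPLA2 with DMSO and 100% = wells lacking LYPLA2 enzyme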
# Target sequence (O95372 whole entry, looked up): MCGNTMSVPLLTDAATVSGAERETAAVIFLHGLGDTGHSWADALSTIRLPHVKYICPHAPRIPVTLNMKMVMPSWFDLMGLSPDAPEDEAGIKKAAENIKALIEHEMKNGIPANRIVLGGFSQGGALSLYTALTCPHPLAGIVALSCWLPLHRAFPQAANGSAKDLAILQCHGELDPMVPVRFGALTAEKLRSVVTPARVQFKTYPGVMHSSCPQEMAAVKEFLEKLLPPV
# PREPL inh: human PREPL enzyme inhibition | Q4J6C6 | recombinant PREPL, fluorescence polarization activity-based probe | inhibition, % at 5.96 µM | hit rate 0.68% among 320,000 | AID 2751; in the data active means inhibition above about 43%;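 further: 0% = enzyme with DMSO and 100% = wells lacking enzyme; many of its hits are not listed in these tables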
# Target sequence (Q4J6C6 whole entry, looked up): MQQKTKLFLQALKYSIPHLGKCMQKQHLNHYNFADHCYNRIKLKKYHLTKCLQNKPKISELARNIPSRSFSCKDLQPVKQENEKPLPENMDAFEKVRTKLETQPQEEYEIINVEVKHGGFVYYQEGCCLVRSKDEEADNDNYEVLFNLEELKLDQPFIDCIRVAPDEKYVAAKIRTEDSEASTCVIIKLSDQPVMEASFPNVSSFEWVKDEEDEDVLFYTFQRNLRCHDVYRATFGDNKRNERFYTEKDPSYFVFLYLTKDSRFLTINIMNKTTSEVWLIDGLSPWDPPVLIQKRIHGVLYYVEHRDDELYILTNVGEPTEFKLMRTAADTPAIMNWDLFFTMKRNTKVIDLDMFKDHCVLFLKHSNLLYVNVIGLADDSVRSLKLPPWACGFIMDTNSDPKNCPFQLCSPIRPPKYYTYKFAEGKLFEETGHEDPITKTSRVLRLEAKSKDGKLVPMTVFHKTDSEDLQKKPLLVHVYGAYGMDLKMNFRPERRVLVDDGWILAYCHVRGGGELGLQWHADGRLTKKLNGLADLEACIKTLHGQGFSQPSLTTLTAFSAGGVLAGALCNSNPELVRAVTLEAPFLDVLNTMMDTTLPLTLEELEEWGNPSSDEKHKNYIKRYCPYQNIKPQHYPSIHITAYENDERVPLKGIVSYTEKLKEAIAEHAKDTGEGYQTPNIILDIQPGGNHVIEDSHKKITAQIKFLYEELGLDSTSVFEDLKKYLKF
# PP1 counter: blocks human PP1-alpha phosphatase, a PP5 counter-screen | P62136 | purified PP1alpha, OMFP fluorescence | inhibition, % at 6.7 µM | hit rate 0.9% among 320,000 | AID 2235;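 active means inhibition above the mean inhibition of all tested compounds plus 3 SD, computed separately for each screening campaign, cut at about 15% in these data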
# HCV core dimer: blocks dimerization of HCV core protein; AID 1899; TR-FRET GST/Flag-core106 dimerization, 1536-well; hit rate 0.33% among 300,000; inhibition, % at 5 µM;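 active means inhibition above the mean of all tested compounds plus 3 SD, set per screening campaign, cut at about 45% in these data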
#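 System: GST/Flag-tagged HCV core106 proteins. Incubation: compound-protein-antibody incubation 4 h at 22.5 °C. Technique: HTRF with 340 nm excitation, 617/671 nm emission. Medium: KF-containing HEPES buffer, pH 7.45, DTT, CHAPS, BSA. Read-out: inhibition (%) from 671 over 617 nm ratio. Also added: Eu(K)-anti-GST 90 ng/mL plus XL665-anti-Flag 1 µg/mL.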
# Efflux pump mplx: inhibitors of Candida antifungal efflux pumps expressed in yeast; S. cerevisiae Candida pump triplex, Nile Red efflux; inhibition, % at 10 µM; hit rate 0.44% among 330,000; AID 485275;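 active means plate passing quality check with inhibition over a set limit, or well fluorescence over plate mean plus 4 SD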;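 further: Nile Red retained in pooled yeast measured as flow cytometry median fluorescence; 0% = buffer negative control and 100% = Enniatin B positive control; higher means more Nile Red kept so more efflux inhibition; some compounds called inactive have numbers as strong as hits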
# TPT1 inh: blocks Candida albicans tRNA 2'-phosphotransferase; AID 1962; hit rate 0.81% among 300,000; inhibition, % at 5 µM; recombinant caTPT1, FP RNA substrate dephosphorylation;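 active means inhibition above the mean of all tested compounds plus 3 SD, set per screening campaign, cut at about 24% in these data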;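 further: plate controls were DMSO alone for no effect and ferristatin control at 100 nM for full effect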
# The depositor's hits bear a star; · = no result given; & = joins results of further samples.
SMILES,PP5 primary,CTSL1 counter,JMJD2C inh,LYPLA2 counter,PREPL inh,PP1 counter,HCV core dimer,Efflux pump mplx,TPT1 inh
Cc1ccc(OCCC(=O)OCC(=O)N2CC(=O)Nc3ccccc32)cc1,2.4,·,7,2,-35,-2,·,0.0,·
CCc1nnc(NC(=O)C2CCN(c3cnccn3)CC2)s1,0.3,-3,-13,0,5,2,0,-0.2,-2
C[C@@H]1CN(C(=O)c2ccc(OC3CCN(S(=O)(=O)N(C)C)CC3)cc2)C[C@H](C)O1,1.7,7,3,0,7,-1,-5,0.1,1
COC(=O)C(C)Oc1cc(OC(C)C(=O)OC)c2c(-c3ccccc3)cc(=O)oc2c1 (stereo not given),-0.1,1,5,-1,-4,-2,5,0.0,4
CCn1c2ccc(C)cc2c2nnc(SCCN3CCCCC3)nc21,0.2,0,-3,-10,12,3,3,-0.2,1
O=C1CC(C2CCCO2)C(=O)N1c1ccc(Cl)c(Cl)c1 (stereo not given),-0.6,1,-9,-3,0,-6,0,-0.1,-4
CCOC(=O)CSC1=NC(=O)/C(=C\c2ccc(Cl)cc2)S1,-1.6,6,12,-5,6,3,0,-0.4,30*
Cc1cccc(OCCCCc2c(C)n[nH]c2C)c1,3.5,-1,111,-4,4,-2,3,0.0,-2
COc1ccccc1N1CCN(S(=O)(=O)c2ccc3c(c2)n(C)c(=O)n3C)CC1,1.8,-5,-23,0,3,0,-1,-0.1,-1
Cc1ccc(CN2C(=O)C(C)(C)Oc3ccc(C(=O)N4CCCCC4)cc32)cc1,0.7,2,-2,7,4,-2,13,0.1,1
Cc1ccc2c(c1)c1ncnc(N3CCc4ccccc4C3)c1n2C,2.1,-1,-10,4,31,-1,3,-0.1,-6
CC(=O)OCC(=O)NCCCOc1cccc(CN2CCCCC2)c1,-1.1,-2,-26,4,-2,-2,2,0.1,-1
O=C(COC(=O)c1cc[n+]([O-])cc1)NCc1ccccc1Cl,-2.1,-13,16,-6,21,-1,3,0.5,1
CCOC(=O)C1C(=O)NC(N2CCN(c3ccccc3)CC2)=NC1c1ccccc1 (stereo not given),0.4,3,-3,-1,20,-1,-3,0.0,0
CC(=O)c1sc2c(c1N)c(=O)[nH]c(=O)n2-c1ccccc1,-1.5,0,-16,0,7,-1,-12,-0.4,-2
Cc1ccc(S(=O)(=O)N(CC(=O)Nc2ccccc2C(=O)O)c2ccccc2C)cc1,3.7,-1,11,1,-1,2,6,-0.1,-2
COCCN(C(=S)Nc1cc(C)cc(C)c1)C(C)c1cccnc1 (stereo not given),-4.3,6,9,-5,-2,1,-8,-0.2,-1
COc1ccc(/C(N)=N/OC(=O)Cc2cccs2)cc1OC,1.2,-6,2,5,-1,2,5,6.7*,-1
O=C(NC1CCN(Cc2ccccc2)CC1)C(NS(=O)(=O)c1cccc2nsnc12)c1ccccc1 (stereo not given),1.4,6,0,-2,19,-2,-2,0.2,-3
CC(=O)C1C(c2ccccc2OC(F)F)NC(=O)NC1(O)C(F)(F)F (stereo not given),-1.2,0,5,3,2,-4,-5,0.0,0

# Continued; the last four above are carried over.
SMILES,PP5 primary,CTSL1 counter,JMJD2C inh,LYPLA2 counter,PREPL inh,PP1 counter,HCV core dimer,Efflux pump mplx,TPT1 inh
COCCN(C(=S)Nc1cc(C)cc(C)c1)C(C)c1cccnc1 (stereo not given),-4.3,6,9,-5,-2,1,-8,-0.2,-1
COc1ccc(/C(N)=N/OC(=O)Cc2cccs2)cc1OC,1.2,-6,2,5,-1,2,5,6.7*,-1
O=C(NC1CCN(Cc2ccccc2)CC1)C(NS(=O)(=O)c1cccc2nsnc12)c1ccccc1 (stereo not given),1.4,6,0,-2,19,-2,-2,0.2,-3
CC(=O)C1C(c2ccccc2OC(F)F)NC(=O)NC1(O)C(F)(F)F (stereo not given),-1.2,0,5,3,2,-4,-5,0.0,0
O=c1cc(COc2ccc(Cl)c(Cl)c2)nc2sccn12,0.1,-5,1,-3,3,-4,3,0.9*,-2
N#CCSc1nc(-c2ccccc2)cs1,0.9,-1,-18,14,-3,-3,-1,-0.1,-3
C=CCNC(=O)c1onc(CSc2ccc(F)cc2)c1C(=O)NCC=C,-1.9,0,-8,6,-2,6,5,0.1,0
O=C(NCc1cc([N+](=O)[O-])ccc1O)c1cccnc1Sc1ccccc1Cl,2.0,3,-3,-2,-2,2,5,0.0,1
CCOC(=O)NC(=O)c1cn(Nc2ccccc2C(F)(F)F)c(=O)[nH]c1=O,-0.3,-2,-13,-3,1,-4,5,0.1,2
COc1ccc(C(=O)CN2C(=O)NC(C)(c3ccc(C)cc3)C2=O)cc1OC (stereo not given),2.0,6,0,9,-6,-1,-6,-0.1,1
Cc1cc(C)c2nc(SCC(=O)NCCC3=CCCCC3)cc(C)c2c1,1.8,-4,-22,-3,9,0,-3,0.3,2
O=C(CCc1nnc(CCCCc2ccccc2)o1)NCCN1CCCCC1=O,3.8,-3,-1,-1,-1,-1,-5,0.1,-2
CCCOc1ccc(N2C(=O)CC(NNC(=O)c3ccc(COc4ccccc4)o3)C2=O)cc1 (stereo not given),0.3,-1,5,6,-9,4,11,-0.1,-1
CCOC(=O)c1cc(C#N)c(SCC(=O)c2cc(C#N)c(SC)nc2C)[nH]c1=O,2.9,6,6,5,6,10,9,-0.1,-16
COc1ccc(NC(C)=O)cc1S(=O)(=O)NC(Cc1ccccc1)C(=O)NCc1ccccc1C (stereo not given),4.0,0,12,4,10,-1,2,0.2,7
Cc1ccc([N+](=O)[O-])cc1NC(=O)CN(C(=O)c1ccccc1Cl)C1CCCCC1,2.1,0,0,1,-9,4,8,-0.1,2
Cc1ccc2c(c1)NC(=O)C(CC(=O)NCCN(CC(C)C)CC(C)C)O2 (stereo not given),2.1,-2,1,-6,5,-2,-4,-0.1,-3
COc1ccc(C2CC(=O)c3c(O)cc(O)cc3O2)c(CC=C(C)C)c1OC (stereo not given),4.2,3,82,-1,13,-1,1,0.0,-3
NC(=O)c1ccc(/C=N/O)[n+](Cc2ccccc2)c1,-0.5,2,-9,-1,-6,-2,-1,0.0,-2
CCC(=O)NC(=S)NNC(=O)c1ccc([N+](=O)[O-])cc1,1.6,0,-1,7,-3,2,-5,0.0,-1
Cc1ccc(C2CC(C(F)F)n3ncc(C(=O)Nc4cnn(Cc5ccccc5C)c4)c3N2)cc1 (stereo not given),1.3,-2,14,-4,6,0,5,0.1,1
Cc1nn(C)c(NC(=O)c2ccc(Cl)cc2)c1Cl,1.1,-2,-8,12,-8,-3,4,0.1,1
CCc1ccc(NC(=S)Nc2cccc3cnccc23)cc1,0.4,0,4,7,9,1,4,0.0,1
COCCn1c(SCC(=O)N2CCCCCC2)nnc1-c1ccco1,3.9,0,-23,0,-3,1,0,-0.2,2

# Given as labelled records: part of the list above.
> CCC(=O)NC(=S)NNC(=O)c1ccc([N+](=O)[O-])cc1
  PP5 primary: 1.6
  CTSL1 counter: 0
  JMJD2C inh: -1
  LYPLA2 counter: 7
  PREPL inh: -3
  PP1 counter: 2
  HCV core dimer: -5
  Efflux pump mplx: 0.0
  TPT1 inh: -1
> Cc1ccc(C2CC(C(F)F)n3ncc(C(=O)Nc4cnn(Cc5ccccc5C)c4)c3N2)cc1 (stereo not given)
  PP5 primary: 1.3
  CTSL1 counter: -2
  JMJD2C inh: 14
  LYPLA2 counter: -4
  PREPL inh: 6
  PP1 counter: 0
  HCV core dimer: 5
  Efflux pump mplx: 0.1
  TPT1 inh: 1

# In the list so far, these have an NH in an aromatic ring.
SMILES,PP5 primary,CTSL1 counter,JMJD2C inh,LYPLA2 counter,PREPL inh,PP1 counter,HCV core dimer,Efflux pump mplx,TPT1 inh
Cc1cccc(OCCCCc2c(C)n[nH]c2C)c1,3.5,-1,111,-4,4,-2,3,0.0,-2
CC(=O)c1sc2c(c1N)c(=O)[nH]c(=O)n2-c1ccccc1,-1.5,0,-16,0,7,-1,-12,-0.4,-2
CCOC(=O)NC(=O)c1cn(Nc2ccccc2C(F)(F)F)c(=O)[nH]c1=O,-0.3,-2,-13,-3,1,-4,5,0.1,2
CCOC(=O)c1cc(C#N)c(SCC(=O)c2cc(C#N)c(SC)nc2C)[nH]c1=O,2.9,6,6,5,6,10,9,-0.1,-16

# (list continues)
SMILES,PP5 primary,CTSL1 counter,JMJD2C inh,LYPLA2 counter,PREPL inh,PP1 counter,HCV core dimer,Efflux pump mplx,TPT1 inh
CCN(CC)CCNC(=O)c1cc(Br)c(N)cc1OC,-1.7,1,·,2,-7,-5,10,0.5,2
CC1=C(C#N)C2C(/C1=N/O)C2(C)C (stereo not given),2.0,1,3,0,0,1,-5,0.1,-4
O=[N+]([O-])c1ccccc1N/N=C/c1cccc(O)c1O,-1.1,4,-2,1,29,5,0,-0.1,-1
COc1ccc(N2CCN(CC(=O)c3ccccc3)CC2)cc1,0.6,1,1,1,15,-3,0,0.1,-3
COc1ccc(C(=O)/C=C/C(=O)N(Cc2ccccc2OC)C(C(=O)NC2CCCCC2)c2ccncc2)c(O)c1 (stereo not given),-0.2,3,-1,0,10,4,18,-0.1,-4
Cc1ccc(NC(=O)CSc2nnc(CCC(=O)O)c(=O)[nH]2)cc1,1.5,4,-8,-3,-6,-3,-1,0.0,-1
CCN(Cc1ccccc1)Cc1cccc([N+](=O)[O-])c1,0.8,1,17,2,23,3,-2,0.1,0
O=C(NCCN1CCOCC1)c1ccc(Cl)c(S(=O)(=O)N2CCCCCC2)c1,1.6,-5,-5&-21,7,17,-3,-4,-0.1,-7
Cc1noc(C)c1CSCC(=O)Nc1ccc(OC(F)F)c(Cl)c1,2.1,-11,20,16,8,-3,-3,0.0,-1
CC(OC(=O)c1ccc(F)c(S(=O)(=O)N2CCOCC2)c1)C(=O)NCC1CCCCC1 (stereo not given),1.3,·,·,4,3,-3,·,0.2,·
C=CCSc1nc(N(CC)CC)c2sccc2n1,6.5,2,11,5,8,3,3,0.1,-3
O=C(C1CC(=O)N(C2CCCCC2)C1)N1CCc2ccccc21 (stereo not given),-1.3,1,1,9,8,4,19,-0.1,-3
CCOC(=O)CC1C(=O)NCCN1S(=O)(=O)c1ccccc1Cl (stereo not given),-0.6,5,23,5,7,-1,-1,0.0,-3
O/N=C/c1ccc(OCc2ccccc2)c(Cl)c1,5.0,1,-25,2,6,5,-15,-0.3,-2
COc1ccc(NC(=O)COc2ccccc2)cc1Cl,-1.5,3,74,-2,1,1,0,0.0,-2
CCN(CC)c1nc2c(c(=O)[nH]c(=O)n2C)n1Cc1ccccc1Cl,1.2,0,-3,-4,-5,2,3,0.2,1
Cc1ccc(NS(=O)(=O)c2ccc(NS(=O)(=O)c3cccs3)cc2)cc1,2.6,0,-27,-1,-5,-2,9,-0.1,3

# Printed as active in Efflux pump mplx, among the entries above:
molecule,PP5 primary,JMJD2C inh,PREPL inh,HCV core dimer,Efflux pump mplx,TPT1 inh
COc1ccc(/C(N)=N/OC(=O)Cc2cccs2)cc1OC,1.2,2,-1,5,6.7*,-1
O=c1cc(COc2ccc(Cl)c(Cl)c2)nc2sccn12,0.1,1,3,3,0.9*,-2

# An excerpt. The share of hits here may be higher or lower than overall.
